# AID2073 – inhibitors of Mint1-CaV2.2 protein interaction, biochemical, HTRF (AID 2073); hit rate 0.19% among 290,000; Voltage-dependent N-type calcium channel subunit alpha-1B (Homo sapiens); HTRF protein-protein interaction, Mint1-CaV2.2; higher % means a stronger effect; inhibition, % at 20 µM; hits with a dose series show IC50 in µM; in the data active means inhibition mostly above about 51%, no sharp cut-off; further: some results filed as inactive read as strong as hits
# GPR55 activation – GPR55 agonists via beta-arrestin recruitment, primary screen, imaging, U2OS cells, beta-arrestin-GFP redistribution (AID 1961) | G-protein coupled receptor 55 (Homo sapiens) | U2OS GPR55 beta-arrestin-GFP redistribution imaging; higher % means a stronger effect | activation, % at 10 µM, or EC50 in µM where a hit was titrated | hit rate 0.048% among 290,000;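 active means activation above 40% with more than 50 cells counted in the well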;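 further: U2OS osteosarcoma cells stably expressing GPR55 and beta-arrestin-GFP; plate controls were DMSO negative control for no effect and LPI positive control for full effect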
# M1AAP inhibition – P. falciparum M1AAP inhibitors, biochemical, fluorogenic H-Leu-NHMec substrate, 1536-well (AID 1445) | Aminopeptidase N (Plasmodium falciparum (isolate 3D7)) | recombinant M1AAP, H-Leu-NHMec fluorogenic kinetic assay; higher % means a stronger effect | inhibition, % at 30 µM; hits with a dose series show IC50 in µM | hit rate 0.42% among 220,000;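 active means primary inhibition above the hit cutoff, then over 50% inhibition at one or more dose response concentrations, cut at about 23% in these data, passing the limit was not always enough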;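 further: plate controls were DMSO full reaction for no effect and no enzyme background for full effect; strong numbers were not always called active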
# Dynein transport – inhibitors of GR-EGFP nuclear translocation, primary screen, dynein cargo transport inhibitor project, imaging, high-content, 3617.4 mouse cells. z-score, hits read low. hit rate 0.47% among 220,000. test concentration mostly 20 µM; stimulated with dexamethasone, 1 µM; stronger effect = lower value. AID 1381, 2008;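 active means plate z-score of nuclear minus cytoplasmic receptor signal below a set negative limit, without overly bright fluorescence or cell loss, cut at about -3.5 in these data, passing the limit was not always enough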;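 further: z-score of nuclear minus cytoplasmic ring GR-EGFP intensity difference per well; some compounds called inactive have numbers as strong as hits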
#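 medium = tetracycline-free induction medium containing charcoal-stripped FBS | probe or stimulus = dexamethasone, 1.0 µM final | timing = 48 h induction, then 1 h compound, then 30 min agonist, 37 °C | detection = automated 10x imaging of fixed Hoechst-stained cells | read-out basis = nuclear versus cytoplasmic GR-EGFP signal, averaged per well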
# KOR beta-arrestin-1 – KOR agonists, beta-arrestin recruitment, primary screen, cell-based, luminescence, uHTS (AID 1777). KOR beta-arrestin recruitment, luminescence; higher % means a stronger effect. hit rate 0.02% among 280,000. activation, % at 10 µM; hits with a dose series show EC50 in µM. Kappa-type opioid receptor (Homo sapiens); in the data active means activation above about 50%, passing the limit was not always enough; further: a part of the inactive calls stands beside numbers as strong as those of hits
# NOD1 NF-kB reporter – NOD1 signaling inhibitors, primary screen, cell-based, luminescence, uHTS (AID 1578); NOD1-driven NF-kB luciferase reporter cells, luminescence; higher % means a stronger effect; inhibition, % at 4 µM; hits with a dose series show EC50 in µM; hit rate 1% among 290,000; in the data active means inhibition mostly above about 36%, no sharp cut-off; inactive means mostly below about 34%;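 further: HEK-293T reporter cells stimulated with the NOD1 agonist gamma-tri-DAP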
# M17LAP inhibition – P. falciparum M17LAP inhibitors, primary screen, biochemical, fluorogenic H-Leu-NHMec substrate, 1536-well (AID 1619) | one-dose inhibition, % at 30 µM; IC50 in µM for titrated hits | recombinant M17LAP, H-Leu-NHMec fluorogenic kinetic assay; higher % means a stronger effect | hit rate 0.38% among 220,000 | Leucine aminopeptidase (Plasmodium falciparum (isolate 3D7));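 active means compound inhibiting the enzyme by more than half at any dose during confirmatory dose-response retesting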;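 further: plate controls were full reaction with DMSO carrier for no effect and no enzyme background for full effect; strong numbers were not always called active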
# HEK293 NOD2/NF-kB – NOD2 signaling inhibitors, cell-based, luminescence, uHTS, HEK293 (AID 1566); HEK293 NOD2/NF-kB luciferase reporter, luminescence; higher % means a stronger effect; one-dose inhibition, % at 4 µM; EC50 in µM for titrated hits; hit rate 0.63% among 290,000; further: many of its hits are not listed in these tables
# KOR beta-arrestin-2 – KOR antagonists, beta-arrestin recruitment, cell-based, luminescence, uHTS (AID 1778); Kappa-type opioid receptor (Homo sapiens); KOR beta-arrestin recruitment, luminescence, antagonist mode; higher % means a stronger effect; hit rate 0.091% among 290,000; one-dose inhibition, % at 10 µM; IC50 in µM for titrated hits; further: strong numbers were not always called active
# Dynein transport cytoplasmic EGFP – also measured in Dynein transport; calls as there; z-score; measured here: cytoplasmic GR-EGFP intensity; stronger effect = higher value
# Dynein transport nuclear GR-EGFP – recorded beside Dynein transport, whose call it bears; z-score; measured here: nuclear GR-EGFP intensity;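 lower value marks the stronger effect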
# Dynein transport cell count – further read-out of Dynein transport, marked with its call; z-score; measured here: cell count per field
# * = called active by the depositor; · = no result given; [ ] = remark or other dose. Unless noted, no stated cut-off is given here; in the data, active means inhibition above about 50%; inactive means the rest. These rows are one share of the data; count on the stated rates, not on these rows.
Structure	AID2073	GPR55 activation	M1AAP inhibition	Dynein transport	Dynein transport cytoplasmic EGFP	Dynein transport nuclear GR-EGFP	Dynein transport cell count	KOR beta-arrestin-1	NOD1 NF-kB reporter	M17LAP inhibition	HEK293 NOD2/NF-kB	KOR beta-arrestin-2
COc1ccc(-c2cc(CNC(=O)CN(C)Cc3ccccc3)on2)cc1	6%	-0.3%	2%	0.37	-0.21	-0.014	-0.072	1.8%	5%	4%	12%	23%
COc1ccc(C(=O)/C=C/Nc2ccc([N+](=O)[O-])cc2C)cc1OC	7%	0.1%	4%	-0.18	-0.053	0.43	0.79	-2.7%	-19%	7%	-2%	9%
Cc1nc2cc(C(=O)O)ccc2s1	0%	0.3%	4%	-0.28	-0.21	-0.15	0.39	3.7%	-71%	10%	-50%	17%
CC(C)OCCCN1CN(S(=O)(=O)c2ccc(Cl)cc2)c2nc3ccccc3nc21	6%	0.3%	16%	0.84	0.91	0.65	-0.14	4.1%	-10%	3%	3%	4%
CC1(c2nnc(-c3ccccc3)o2)CC(c2cccc(Cl)c2)=NO1 (centres undefined)	4%	-0.2%	-1%	0.5	-0.79	0.38	-0.51	5.5%	8%	-1%	34%	13%
Cc1ccc(NS(=O)(=O)Cc2ccccc2)nc1	2%	-0.1%	5%	0.1	-0.31	-0.044	0.57	-4.4%	-26%	-10%	15%	1%
COc1ccc(C(=O)Nc2ccc(Cl)cn2)cc1Cl	5%	0.3%	2%	-0.23	-0.21	0.18	-0.28	7.6%	-23%	-8%	-95%	-28%
Cc1ccc(NC(=O)CSCC(=O)NC2CCCCC2)cc1	12%	1.1%	0%	0.51	-0.26	0.37	0.31	1.8%	-10%	3%	-8%	-8%
O=C(NCc1ccc(F)cc1)C1CCC(CNc2c(N3CCOCC3)c(=O)c2=O)CC1 (centres undefined)	7%	-0.1%	0%	-0.57	-0.26	0.13	0.45	2.3%	0%	5%	22%	-5%
CCc1nc2c(sc3nc4c(cc32)COC(C)(C)C4)c(=O)n1Cc1ccco1	37%	-0.1%	6%	-0.33	-0.2	-0.47	0.87	4.3%	-25%	1%	2%	-6%
O=C(c1cnn(C(=O)COc2ccccc2F)c1)c1cc(F)ccc1O	0%	-0.1%	11%	-0.54	-0.23	-0.34	0.95	-2.5%	1%	1%	-3%	12%
CCC/C(O)=C1\C(=O)CC(c2ccccc2)CC1=NCCc1c(C)[nH]c2ccccc12 (centres undefined)	-2%	0.8%	-1%	0.33	-0.15	1.2	-1.1	0.1%	16%	4%	-32%	23%
COC(=O)c1sc(N2CCN(c3ccc(Cl)cc3)CC2)nc1N	-11%	-0.3%	0%	-1	-0.32	-0.14	1.2	-2.9%	67%*	-1%	19%	-10%
CN1CC(=O)N(CC(=O)Nc2ccc(F)cc2)c2ccccc2C1=O	-7%	0.2%	-1%	0.15	-0.16	0.081	0.31	-2.4%	-23%	13%	8%	-12%
O=C(c1cccs1)N1N=C(c2ccccc2)CC1c1ccc(O)cc1 (centres undefined)	1%	0.0%	3%	-0.45	0.11	-0.5	0.71	8.1%	11%	-4%	16%	-6%
COc1cccc(N2CCN(CC(=O)NC(C)c3ccccc3)CC2)c1 (centres undefined)	-5%	-0.3%	·	·	·	·	·	0.3%	-27%	·	-9%	-15%
Cc1c(Cl)cccc1NC(=O)N1CCCC1	-10%	0.1%	-1%	0.16	-0.25	0.2	0.18	3.6%	-26%	3%	-4%	-4%[20 µM]
O=C(O)c1cc2ccccc2n1-c1ccccc1	-6%	0.3%	6%	-0.35	-0.15	0.58	0.35	-6.8%	-29%	-4%	7%	-21%
O=C(O)COc1ccccc1/C=C1\SC(=O)N(Cc2ccc(F)cc2)C1=O	5%	-0.1%	14%	-0.022	-0.24	-0.38	1.2	-5.3%	-16%	35µM*	5%	-46%[20 µM]
COc1ccc(/C=C/C(=O)NCCCn2ccnc2)cc1	-1%	0.4%	2%	0.64	-0.13	0.46	-0.31	2.4%	-22%	-2%	16%	-8%
CS(=O)(=O)N(CC(=O)NCc1ccc2c(c1)OCO2)Cc1ccccc1	-2%	-0.1%	-1%	-0.33	-0.16	-0.35	0.12	-1.3%	-21%	-8%	-21%	-61%
Cc1c(C#N)c(O)n(C)c(=O)c1N=Nc1ccc(S(N)(=O)=O)cc1	13%	0.0%	6%	0.27	-0.14	0.3	-0.035	-2.5%	-24%	2%	-17%	13%
CCc1cc(=O)oc2c(CN3CCN(C)CC3)c(O)ccc12	26%	0.4%	·	·	·	·	·	-5.9%	5%	·	23%	-35%
O=C(Nc1ccccc1N1CCCCC1)c1cccc(F)c1	0%	-0.1%	-1%	0.0056	-0.18	0.32	-0.17	-9.7%	-2%	-2%	13%	43%
Nn1c(SCC(=O)NCc2ccccc2)nncc1=O	46%	1.0%	8%	-0.86	-0.25	-0.23	1.6	-2.3%	-17%	2%	13%	18%
CC(=O)NC(=S)Nc1sc2c(c1C#N)CCCCC2	-14%	-0.2%	10%	0.96	-0.053	0.84	-1.2	-7.5%	38%	-4%	-95%	-25%
CC(=O)N(C)c1ccc(NC(=S)NCC(C)C)cc1	-13%	0.1%	10%	0.74	-0.2	0.36	0.38	-0.3%	-23%	3%	3%	-17%
N#Cc1ccc(-c2csc(NC3=NCCCCC3)n2)cc1	19%	-0.4%	11%	0.88	-0.3	-0.042	-0.24	-2.5%	-24%	-5%	-20%	4%
O=c1c(Br)c(NCc2ccccc2)cnn1-c1ccc(F)cc1	-5%	-0.1%	12%	-0.34	-0.31	-0.13	0.77	-9.7%	-57%	2%	-38%	-17%
COc1ccc(Cl)cc1NC(=O)C1CC(c2ccccc2O)=NO1 (centres undefined)	12%	-0.1%	·	·	·	·	·	0.6%	-21%	·	-10%	1%
CCCc1cc(=O)oc2cc(C)cc(OCC(=O)Nc3ccccn3)c12	6%	-0.1%	·	·	·	·	·	8.4%	-2%	·	23%	-11%
O=C(COC(=O)C1CC(O)CN1S(=O)(=O)c1ccc(Cl)cc1)c1cccc(Cl)c1 (centres undefined)	-4%	0.1%	2%	-0.95	-0.24	0.12	0.5	2.7%	-11%	3%	17%	36%
CCOCCCNc1ccc(N2C(=O)C3CCCCC3C2=O)cc1[N+](=O)[O-] (centres undefined)	-9%	1.0%	30%	-0.9	-0.26	-0.39	0.74	0.6%	-30%	-4%	3%	-10%
Cc1nnc(NC(=O)CSc2nnc(C(C)NC(=O)c3ccccc3F)n2C)s1 (centres undefined)	-9%	-0.2%	·	·	·	·	·	-3.3%	-22%	·	-5%	-30%
Cc1ccc(/C=N/NC(=O)c2ccncc2)cc1	-6%	-0.1%	·	·	·	·	·	-1.1%	11%	·	1%	-11%[20 µM]
CC(=O)N(C)c1ccc(NC(=O)N2CCOCC2)cc1	-4%	-0.2%	·	·	·	·	·	-2.8%	-15%	·	-1%	-6%
CCOc1ccc(CNc2nnnn2C)cc1	3%	0.3%	·	·	·	·	·	-5.5%	-15%	·	13%	3%[20 µM]
CC(=O)N/C(=C\c1cccs1)C(=O)O	28%	0.2%	8%	-1.7	-0.22	-0.86	1	-5.1%	-22%	-6%	6%	13%
Cc1cc(C)cc(Oc2ncnc3c2ncn3Cc2c(Cl)cccc2Cl)c1	5%	0.2%	0%	-0.32	-0.13	-0.021	1.2	-0.1%	4%	5%	0%	25%
O=C(O)c1ccc(N2C(=O)c3cccc(Oc4ccc(Cl)cc4)c3C2=O)cc1	4%	0.1%	10%	0.51	-0.24	0.34	-0.046	-2.1%	-13%	6%	7%	20%
Cc1ccc(C(=O)OCC(=O)NC2CCCC2)cc1C	5%	0.6%	·	·	·	·	·	22%	-13%	·	-15%	-47%
O=C(c1cc(-c2ccc(O)cc2)on1)N1CCc2ccccc2C1	0%	-0.2%	19%	-0.13	-0.24	-0.056	0.3	6.2%	13%	12%	12%	8%
O=C(Nc1ccc(NC(=O)c2ccccc2Cl)cc1)c1cccnc1	33%	0.3%	·	·	·	·	·	-0.5%	-48%	·	-2%	-40%
Cc1ccc(-c2nn(C)c(=O)c3ccccc23)cc1CNC(=O)/C=C/c1ccccc1	10%	-0.1%	-4%	1.9	-0.13	0.47	-0.97	3.3%	35%	-10%	23%	-21%
CCN1C(=O)CC(NNC(=O)c2ccccc2)C1=O (centres undefined)	-3%	-0.1%	3%	0.16	-0.25	0.6	0.0033	-2.3%	-5%	7%	-3%	-1%
O=C(/C=C/c1ccccc1[N+](=O)[O-])Nc1cccnc1	1%	-0.3%	-2%	-1.3	-0.21	-0.52	-0.28	-2.8%	-32%	14%	-26%	15%
CCC(=O)N1CCc2cc(S(=O)(=O)CCC(=O)NCc3ccc(C)cc3)ccc21	-4%	-0.2%	·	·	·	·	·	2.5%	5%	·	13%	-30%
Cn1c2c(c(=O)[nH]c1=O)C(c1ccc(O)cc1)C1=C(N2)c2ccccc2C1=O (centres undefined)	-16%	0.6%	2%	0.97	-0.37	0.51	0.33	3.4%	-14%	27%	4%	-35%
COC(=O)c1ccc(OCc2nc(N)nc(N3CCOCC3)n2)cc1	-9%	-0.1%	-2%	2.4	-0.13	1.8	0.046	-2.0%	-17%	2%	-4%	28%
COc1ccccc1-n1c(=O)c2c3c(sc2n2c(=S)[nH]nc12)CCC3	-24%	-0.1%	1%	-1.1	-0.2	-0.63	-0.34	·	-20%	1%	18%	31%[20 µM]

# Fetched one by one from the entries so far, two records:
Structure	AID2073	GPR55 activation	M1AAP inhibition	Dynein transport	Dynein transport cytoplasmic EGFP	Dynein transport nuclear GR-EGFP	Dynein transport cell count	KOR beta-arrestin-1	NOD1 NF-kB reporter	M17LAP inhibition	HEK293 NOD2/NF-kB	KOR beta-arrestin-2
Cc1c(C#N)c(O)n(C)c(=O)c1N=Nc1ccc(S(N)(=O)=O)cc1	13%	0.0%	6%	0.27	-0.14	0.3	-0.035	-2.5%	-24%	2%	-17%	13%
O=C(O)c1cc2ccccc2n1-c1ccccc1	-6%	0.3%	6%	-0.35	-0.15	0.58	0.35	-6.8%	-29%	-4%	7%	-21%
